RGS7-Gao = human RGS7-Galphao interaction regulation; P09471; Multiplexed bead flow cytometry, RGS7-Galphao binding; actives lie on both sides; binding response (% of control), % at 10 µM; hit rate 0.35% among 220,000; AID 1439; in the data active = binding response below about 49% or above about 150%; inconclusive = no clear call, values can overlap the other calls; inactive = in between;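 also: fluorescent Galphao held in activated GDP-AlF4 state binding bead-coupled RGS7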
Target sequence (P09471 whole entry, looked up): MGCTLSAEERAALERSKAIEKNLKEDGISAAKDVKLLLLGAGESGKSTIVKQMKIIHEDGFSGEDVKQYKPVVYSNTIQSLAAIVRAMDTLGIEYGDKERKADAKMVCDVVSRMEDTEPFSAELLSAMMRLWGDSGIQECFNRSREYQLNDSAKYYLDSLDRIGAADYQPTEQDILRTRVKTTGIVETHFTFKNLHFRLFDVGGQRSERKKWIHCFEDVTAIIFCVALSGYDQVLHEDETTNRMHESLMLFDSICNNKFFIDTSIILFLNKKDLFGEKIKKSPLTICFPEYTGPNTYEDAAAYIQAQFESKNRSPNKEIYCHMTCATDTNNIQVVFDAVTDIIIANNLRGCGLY
GSH fluor = compound fluoresces at 488/530 nm on GSH beads. GSH beads flow cytometry, compound fluorescence 488/530 nm; stronger effect = higher value. fluorescence (KMESF) at 10 µM. hit rate 0.25% among 190,000. AID 1776; in the data active = fluorescence above about 89;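 also: glutathione beads carrying GST-tagged Bcl family fusion proteins plus one bare bead set; values are compound well signal with DMSO vehicle wells as background; inactives centre near 16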
Bim-Bcl-XL = inhibitors of Bim-Bcl-XL interaction, human; inhibition, % at 10 µM; Bim peptide-Bcl-XL binding, bead flow cytometry, fluorescence; hit rate 0.04% among 190,000; Q07817
Target sequence (Q07817 whole entry, looked up): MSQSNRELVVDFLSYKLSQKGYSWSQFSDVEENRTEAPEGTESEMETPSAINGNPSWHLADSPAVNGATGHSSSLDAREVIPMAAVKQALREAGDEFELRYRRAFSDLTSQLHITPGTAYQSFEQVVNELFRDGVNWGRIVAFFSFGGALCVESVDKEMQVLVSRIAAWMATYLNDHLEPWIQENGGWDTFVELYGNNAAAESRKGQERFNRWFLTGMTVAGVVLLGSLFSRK
RGS8-Gao = human RGS8-Galphao interaction regulation | P09471 | multiplexed bead flow cytometry, RGS8-Galphao binding; actives lie on both sides | response (percent of control binding), % at 10 µM | hit rate 0.34% among 220,000; in the data active = response below about 60% or above about 140%; inactive = in between;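 also: Galphao activated as the GDP aluminium fluoride complex binding bead-coupled RGS8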
ABCB1 block = inhibitors of human ABCB1 transporter, ABCG2 counter-screen | P08183 | CCRF-Adr cells, JC-1 efflux, flow cytometry | inhibition, % at 6.6 µM | hit rate 0.067% among 190,000; in the data active = inhibition above about 40%;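 also: 0% = vehicle and 100% = reference inhibitor; higher value means more JC-1 retained so stronger ABCB1 efflux block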
ABCG2 inh = inhibitors of human ABCG2 transporter, ABCB1 counter-screen. hit rate 0.1% among 190,000. inhibition, % at 6.6 µM. Q9UNQ0. IgMXP3 cells, JC-1 efflux, flow cytometry;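 active = inhibition above 80%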;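 also: 0% = DMSO and 100% = nicardipine control wells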
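Test system: ABCG2 IgMXP3 and barcoded ABCB1 CCRF-Adr cell mix; Schedule: cells with compound and JC-1, 10 min at 25 °C, rotating, no wash; Technique: flow cytometry of retained JC-1 fluorescence; Measure: % inhibition of efflux relative to nicardipine and DMSO; Controls: nicardipine high and DMSO low controls.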
Bim-Bcl-W = human Bim-Bcl-W interaction inhibition | bead-based flow cytometry, Bim peptide-Bcl-W binding | Q92843 | hit rate 0.02% among 190,000 | inhibition, % at 10 µM;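 also: 0% = bound tracer without compound and 100% = peptide blocker; higher means less fluorescent Bim peptide bound to Bcl-W beads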
Bim-Bcl-B = inhibitors of Bim-Bcl-B interaction, human. Q9HD36. bead-based flow cytometry, Bim peptide-Bcl-B binding. inhibition, % at 10 µM. hit rate 0.073% among 190,000;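 also: 0% = tracer peptide without compound and 100% = reference inhibitor peptide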
Target sequence (Q9HD36 whole entry, looked up): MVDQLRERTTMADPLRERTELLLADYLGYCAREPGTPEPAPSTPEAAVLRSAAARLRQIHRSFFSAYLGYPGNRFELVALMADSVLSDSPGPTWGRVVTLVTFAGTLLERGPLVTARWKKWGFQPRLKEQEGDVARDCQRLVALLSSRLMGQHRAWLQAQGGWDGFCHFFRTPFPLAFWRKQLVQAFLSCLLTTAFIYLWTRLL
RGS4-Gao reg = human RGS4-Galphao interaction regulation. hit rate 0.33% among 220,000. AID 1415. binding response (% of control), % at 10 µM. Multiplexed bead flow cytometry, RGS4-Galphao binding; actives lie on both sides; in the data active = binding response below about 49% or above about 150%; inactive = in between;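 also: fluorescent Galphao activated with aluminum fluoride binding bead-coupled RGS4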
Bim-Bcl-2 = disrupts Bim peptide binding to human Bcl-2 | AID 950 | inhibition, % at 10 µM | hit rate 0.06% among 190,000 | Bead-based flow cytometry, Bim peptide-Bcl-2 binding | P10415; in the data active = inhibition above about 40%; inconclusive = no clear call, values can overlap the other calls;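 also: 0% = no compound wells with probe peptide and 100% = reference peptide inhibitor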
Target sequence (P10415 whole entry, looked up): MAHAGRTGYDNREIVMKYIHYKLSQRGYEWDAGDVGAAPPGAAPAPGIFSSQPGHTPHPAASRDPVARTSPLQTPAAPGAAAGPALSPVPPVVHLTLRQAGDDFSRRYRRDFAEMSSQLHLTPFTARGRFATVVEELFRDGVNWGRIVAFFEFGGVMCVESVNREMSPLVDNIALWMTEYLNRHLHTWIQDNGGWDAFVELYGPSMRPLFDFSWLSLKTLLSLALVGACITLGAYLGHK
Bfl-1 Bim block = human Bim-Bfl-1 interaction inhibition; Q16548; Bead-based flow cytometry, Bim-Bfl-1 binding inhibition; inhibition, % at 10 µM; hit rate 0.12% among 190,000; AID 1008;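 also: 0% = wells without compound plus tracer and 100% = blocker peptide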
Numbers without * were called inactive; u = inconclusive; [ ] = remark or other dose. Rule as the data show it, unless noted: active = inhibition above about 40%.

SMILES | RGS7-Gao | GSH fluor | Bim-Bcl-XL | RGS8-Gao | ABCB1 block | ABCG2 inh | Bim-Bcl-W | Bim-Bcl-B | RGS4-Gao reg | Bim-Bcl-2 | Bfl-1 Bim block
Cc1nn(C)c(C(=O)NC2C3CC4CC(C3)CC2C4)c1Cl (stereo not given) | 87 | 11 | -6 | 63 | 0.3 | 3 | -1 | -9 | 87 | -2 | -2
CC1C[C@@]2(NC(=O)NC2=O)C(C)CN1C (stereo not given in full) | 100 | 22 | -2 | 98 | -0.7 | -3 | 2 | -1 | 99 | 0 | 1
Cc1nn(CC(=O)Nc2ccc3c(c2)nc(CN2CCCC2)n3C)c(=O)c2ccccc12 | 95 | 25 | -1 | 99 | -0.4 | -5 | 3 | 0 | 96 | -1 | -11
COc1ccc(NC(=O)N/C=C/c2ccccc2)cc1 | 90 | 10 | -1 | 94 | 0.3 | 5 | 1 | -4 | 88 | -2 | -9
CC1CC2=C(NC(=S)NC2c2ccccc2F)/C(=C/c2ccccc2F)C1 (stereo not given) | 103 | 9 | -3 | 93 | 1.6 | 7 | 3 | -14 | 95 | 4 | 17
O=C(C1CC1)N1CCN(S(=O)(=O)c2ccc3c(c2)OCCO3)CC1 | 105 | 13 | 1 | 101 | -0.1 | 1 | 1 | 0 | 100 | 0 | -2
N=C1C(=O)OCC1c1ccccc1NC(=O)CN1CCCCC1 (stereo not given) | 98 | 7 | 2 | 100 | -0.1 | -1 | 0 | 4 | 101 | 0 | 0
CCOC(=O)c1sc2ncn(/N=C/c3cccnc3)c(=O)c2c1C | 105 | 8 | -7 | 107 | 0.5 | 4 | -2 | -11 | 105 | -16 | -12
O=[N+]([O-])c1ccc(Oc2ccc(F)cc2Br)c2ccncc12 | 109 | 23 | 0 | 107 | 0.5 | 2 | -1 | -6 | 104 | -4 | 0
C/C(=N\NC(=O)c1sccc1-n1cccc1)c1cccs1 | 95 | 14 | -2 | 99 | 0.9 | 7 | -2 | -6 | 93 | -2 | 0
COCC(=O)Nc1cc(C(=O)NCCc2ccccc2)ccc1Cl | 98 | 20 | -5 | 103 | -0.7 | -1 | -6 | -11 | 93 | -3 | -3
CC1CCN(Cc2ccc(NC(=O)C3CCN(c4nnc(-n5cccc5)s4)CC3)cc2)CC1 | 112 | 17 | 24 | 111 | 0.8 | 3 | 14 | 28 | 113 | 5 | -4
COc1ccc(Cl)cc1N(CC(=O)N1CCC(C)CC1)S(C)(=O)=O | 104 | 17 | -7 | 101 | 3.9 | 5 | 0 | -9 | 101 | -16 | -16
NC(=O)c1ccccc1NC(=O)NC1CCCCC1 | 97 | 14 | 0 | 97 | -0.1 | -1 | 1 | 0 | 93 | 3 | 1
COc1ccc(CCNC(=O)c2n[nH]c3ccccc23)cc1 | 93 | 26 | 4 | 98 | 0.9 | 14 | 2 | 2 | 94 | 0 | 1
Cc1nn(S(=O)(=O)c2cccc([N+](=O)[O-])c2)c(C)c1Br | 100 | 12 | 3 | 99 | 0.3 | 1 | 2 | 0 | 100 | 3 | 4
Cc1ccc(S(=O)(=O)Nc2ccccc2C(=O)Nc2sccc2C(=O)NN(C)C)cc1 | 94 | 17 | -3 | 97 | -0.3 | 0 | -3 | -4 | 96 | -2 | -1
COc1cccc(C(=O)N(CN2CCCC2=O)c2cc(C)on2)c1 | 96 | 21 | 0 | 104 | 0.3 | 0 | -1 | 0 | 96 | 0 | -1
O=C1CC(NNc2nc3ccccc3s2)C(=O)N1c1ccccc1 (stereo not given) | 96 | 28 | 0 | 101 | -6.4 | -4 | -2 | -3 | 98 | 0 | -2
Cc1ccc(-c2c[n+](CC(=O)N3c4ccccc4Sc4ccccc43)c3n2CCC3)cc1 | 106 | 19 | -10 | 106 | 0.1 | 0 | -8 | -16 | 109 | -3 | -15
O=C(COc1nc2ccccc2nc1N1CCOCC1)Nc1cccc(S(=O)(=O)N2CCCCC2)c1 | 103 | 16 | -4 | 100 | 0.3 | -1 | -3 | -13 | 100 | -8 | -10
COc1ccc(OCC(=O)Nc2ccccc2OC)cc1 | 111 | 5 | 7 | 153*[activator] | -0.2 | 0 | 8 | 1 | 116 | 4 | 6
CC1(C)CC(=O)C2=C(C1)Nc1ccccc1N1C(=O)c3ccccc3C21 (stereo not given) | 104 | 39 | -6 | 100 | 1.1 | 2 | 2 | -9 | 103 | -5 | -7
CC1CCC(NC(=O)Cn2c(=O)[nH]c3ccsc3c2=O)CC1 (stereo not given) | 103 | 11 | -2 | 99 | 0.5 | 2 | 0 | -10 | 100 | -9 | -12
Cc1nnc(Sc2cc(NCCO)c([N+](=O)[O-])c3nonc23)s1 | 109 | 21 | 3 | 85 | 0.4 | 1 | 14 | 0 | 102 | 12 | 55*

Arranged by heavy-atom count (falling): some entries from above.
SMILES | RGS7-Gao | GSH fluor | Bim-Bcl-XL | RGS8-Gao | ABCB1 block | ABCG2 inh | Bim-Bcl-W | Bim-Bcl-B | RGS4-Gao reg | Bim-Bcl-2 | Bfl-1 Bim block
Cc1ccc(S(=O)(=O)Nc2ccccc2C(=O)Nc2sccc2C(=O)NN(C)C)cc1 | 94 | 17 | -3 | 97 | -0.3 | 0 | -3 | -4 | 96 | -2 | -1
CC1(C)CC(=O)C2=C(C1)Nc1ccccc1N1C(=O)c3ccccc3C21 (stereo not given) | 104 | 39 | -6 | 100 | 1.1 | 2 | 2 | -9 | 103 | -5 | -7
COc1ccc(Cl)cc1N(CC(=O)N1CCC(C)CC1)S(C)(=O)=O | 104 | 17 | -7 | 101 | 3.9 | 5 | 0 | -9 | 101 | -16 | -16
COc1ccc(CCNC(=O)c2n[nH]c3ccccc23)cc1 | 93 | 26 | 4 | 98 | 0.9 | 14 | 2 | 2 | 94 | 0 | 1
COc1ccc(NC(=O)N/C=C/c2ccccc2)cc1 | 90 | 10 | -1 | 94 | 0.3 | 5 | 1 | -4 | 88 | -2 | -9

Next results follow:
SMILES | RGS7-Gao | GSH fluor | Bim-Bcl-XL | RGS8-Gao | ABCB1 block | ABCG2 inh | Bim-Bcl-W | Bim-Bcl-B | RGS4-Gao reg | Bim-Bcl-2 | Bfl-1 Bim block
CC1(C)CC(=O)CC(C)(C)N1OC(=O)c1ccncc1 | 110 | 36 | -9 | 104 | 1.9 | -1 | 0 | -5 | 103 | -10 | -17
CNC(=S)NNC(=O)c1cn(C)nc1C | u | 15 | -5 | 99 | 0.3 | 1 | -3 | -4 | 98 | -7 | -4
O=C(CSc1nnc(CN2CCCCC2)n1-c1ccccc1)c1ccc2c(c1)OCO2 | 96 | 16 | -8 | 104 | 1.6 | 5 | -4 | -7 | 98 | -6 | -10
S=C(Nc1ccccc1)N1N=CCC1c1ccccc1 (stereo not given) | 100 | 36 | -6 | 105 | 0.3 | 1 | 0 | -8 | 104 | -6 | -10
CCn1nc(CC(=O)Nc2ccc(-n3cnnn3)c(OC)c2)c2ccccc2c1=O | 97 | 63 | 0 | 97 | 0.2 | 1 | 1 | 0 | 97 | -2 | -4
Cc1cccc(NC(=S)NCC(c2cccnc2)N2CCOCC2)c1 (stereo not given) | 105 | 13 | -6 | 99 | -0.1 | 0 | -5 | -8 | 101 | -6 | -6
CCSc1nnc2n(N)c(=O)c3ccccc3n12 | 94 | 33 | -2 | 97 | 0.4 | 4 | -1 | -13 | 95 | -10 | -12
COP(=O)(/C=C/c1ccccc1)C(O)c1ccc(F)cc1 (stereo not given) | 95 | 49 | -1 | 99 | 0.3 | 0 | -2 | -2 | 94 | -4 | -7
O=C(NNC(=O)C1CCCCC1)c1cnccn1 | 97 | 9 | -3 | 101 | 0.2 | 1 | -3 | -3 | 98 | -1 | -3
Cc1ccc(N2C(N)=C(C#N)C(c3cccnc3)C3=C2CCCC3=O)cc1 (stereo not given) | 104 | 21 | 15 | 102 | -0.7 | 9 | 5 | -7 | 104 | -3 | -2
CCCOc1ccc(/C(CC)=N/NC(=O)C2(C)CC2(Br)Br)cc1 (stereo not given) | 93 | 13 | -5 | 99 | -0.7 | -4 | -4 | -5 | 97 | -2 | 0
Cc1ccccc1N(CC(=O)NCCSc1ccccn1)S(=O)(=O)c1ccccc1 | 110 | 11 | -2 | 107 | 0.6 | 0 | -1 | -5 | 109 | -6 | -6
O=C(c1cnn2ccccc12)N1CCc2ccccc21 | 94 | 19 | 2 | 87 | -1.4 | 3 | 1 | -1 | 92 | 1 | 0
CC(=O)Nc1cccc(C(=O)N/N=C/c2cccnc2)c1 | 94 | 18 | -4 | 99 | 0.3 | 3 | -5 | -4 | 95 | -2 | -12
CN(C(=O)COC(=O)c1cc(-c2ccc(Cl)s2)nc2ccccc12)C1CCS(=O)(=O)C1 (stereo not given) | 93 | 18 | 0 | 96 | -0.9 | 3 | -2 | -27 | 96 | 4 | -1
CC(COC(=O)c1ccccc1)(COC(=O)c1ccccc1)/[N+]([O-])=C/c1ccccc1 | 100 | 7 | -2 | 103 | 0.8 | -6 | -1 | -2 | 101 | -1 | 0
CCOC(=O)c1cc(-c2ccccc2)sc1NC(=O)C(C)(C)C | 101 | 15 | 0 | 101 | 0.2 | 4 | 0 | 0 | 97 | -1 | -1
Oc1ccc(C=Nc2cccc3ncccc23)c(O)c1 | 97 | 23 | -4 | 102 | -0.6 | -2 | 0 | -7 | 99 | -7 | -9
Cc1c(C(=O)NCC2COc3ccccc3O2)oc2ccc(S(=O)(=O)N3CC(C)CC(C)C3)cc12 (stereo not given) | 100 | 11 | 0 | 103 | 0.7 | 2 | 0 | -2 | 98 | 0 | -2
O=C(NCCCN1CCOCC1)C(=O)NCC1CCCO1 (stereo not given) | 101 | 11 | -7 | 102 | 0.7 | 25 | -3 | -6 | 102 | -6 | -15
CSc1cccc(NS(=O)(=O)c2ccc3c(c2)oc(=O)n3C)c1 | 101 | 13 | -2 | 103 | 0.6 | 2 | 0 | 3 | 102 | -5 | -6
COc1ccc(-c2ccc(SCC(=O)Nc3cccc(C(C)=O)c3)nn2)cc1OC | 106 | 13 | 0 | 113 | 2.0 | 5 | 0 | -1 | 116 | -4 | -3
COc1ccc(-n2nnc3c(SCC(=O)Nc4ccc5c(c4)OCCO5)ncnc32)cc1 | 99 | 14 | -6 | 100 | 0.7 | 27 | 0 | -8 | 99 | -9 | -10
Cc1cc(Nc2ccccc2C(=O)O)nc2nc3ccccc3c(=O)n12 | 111 | 46 | 1 | 97 | 0.0 | 0 | 5 | -8 | 102 | -4 | -10
COCCNC(=O)CN1CCOc2ccccc21 | 100 | 22 | -2 | 97 | 0.9 | 1 | 0 | -8 | 100 | -4 | -6
Cc1ccc(NC(=O)c2cc(C(=O)c3cc(Cl)ccc3O)cn(-c3ccc(C)cc3)c2=O)cc1 | 104 | 6 | -1 | 106 | -1.1 | -11 | -1 | -4 | 101 | 1 | 0
Cc1cc(NC(=O)C2CCCN(S(=O)(=O)c3c(C)noc3C)C2)n[nH]1 (stereo not given) | 94 | 21 | -3 | 93 | -2.4 | -6 | -2 | -4 | 100 | -3 | -4
Cc1cc2c3c(c1)C1(C(=O)N3C(C)(C)CC2C)C(C#N)=C(N)Oc2n[nH]c(C)c21 (stereo not given) | 101 | 26 | -5 | 108 | 0.2 | 3 | 0 | -3 | 102 | -4 | -4
Cc1ccc(NC(=O)N(Cc2cccs2)Cc2cc3cc4c(cc3[nH]c2=O)OCO4)cc1 | 93 | 19 | -8 | 101 | -1.2 | -6 | -4 | -11 | 98 | -9 | -19

Screening data as filed in PubChem.
